Screening data from PubChem.
Efflux pump inh – blocks antifungal efflux pumps in multiplex yeast assay; S. cerevisiae Candida pump triplex, Nile Red efflux; AID 485275; inhibition, % at 10 µM; 330,000 compounds, 0.44% hits;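 active means plate passing quality check with inhibition over a set limit, or well fluorescence over plate mean plus 4 SD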;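 further: Nile Red retained in pooled yeast measured as flow cytometry median fluorescence; 0% = buffer negative control and 100% = Enniatin B positive control; higher means more Nile Red kept so more efflux inhibition; some compounds called inactive have numbers as strong as hits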
LAP4 TOR yeast – alters LAP4-GFP fluorescence in TOR pathway yeast screen; AID 2023; 320,000 compounds, 0.34% hits; GFP response vs DMSO, % at 10 µM; S. cerevisiae LAP4-GFP multiplex, flow cytometry GFP, 3 h; median GFP as percent of DMSO wells;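 active means GFP response vs DMSO above a set limit, about the screen mean plus 3 SD, cut at about 150% in these data; inconclusive means under 70 cell events counted for the yeast strain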
AHR activator – human AHR activation. AHR-responsive luciferase reporter cells, luminescence. 320,000 compounds, 2.5% hits. AID 2796. activation, % at 5 µM; in the data active means activation above about 47%;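 further: 0% = vehicle wells and 100% = reference agonist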
Target sequence (P35869 whole entry, looked up): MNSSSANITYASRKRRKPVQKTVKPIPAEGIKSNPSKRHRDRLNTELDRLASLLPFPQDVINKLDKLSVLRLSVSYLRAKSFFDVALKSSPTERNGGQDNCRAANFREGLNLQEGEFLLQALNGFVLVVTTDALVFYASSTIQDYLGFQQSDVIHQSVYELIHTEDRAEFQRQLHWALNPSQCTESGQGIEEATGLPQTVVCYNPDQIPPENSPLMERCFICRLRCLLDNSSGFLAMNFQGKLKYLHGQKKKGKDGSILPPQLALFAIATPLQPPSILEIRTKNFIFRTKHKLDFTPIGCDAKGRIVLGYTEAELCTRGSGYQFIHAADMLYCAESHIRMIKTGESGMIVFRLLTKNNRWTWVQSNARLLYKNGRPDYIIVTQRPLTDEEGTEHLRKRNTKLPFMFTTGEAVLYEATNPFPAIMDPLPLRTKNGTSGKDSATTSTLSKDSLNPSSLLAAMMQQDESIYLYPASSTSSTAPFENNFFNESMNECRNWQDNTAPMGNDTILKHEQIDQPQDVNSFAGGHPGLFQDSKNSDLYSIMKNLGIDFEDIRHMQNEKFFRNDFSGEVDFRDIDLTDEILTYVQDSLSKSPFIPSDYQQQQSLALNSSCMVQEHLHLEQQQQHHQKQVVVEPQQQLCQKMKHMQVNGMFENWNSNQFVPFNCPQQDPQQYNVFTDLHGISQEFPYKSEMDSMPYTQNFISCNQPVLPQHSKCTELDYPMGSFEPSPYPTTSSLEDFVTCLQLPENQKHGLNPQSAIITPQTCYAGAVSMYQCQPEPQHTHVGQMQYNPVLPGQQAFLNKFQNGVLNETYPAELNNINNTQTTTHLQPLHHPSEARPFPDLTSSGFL
AGP1 TOR yeast – yeast TOR pathway AGP1-GFP modulation | S. cerevisiae AGP1-GFP multiplex flow cytometry, 3 h; GFP as percent of DMSO wells | GFP response vs DMSO, % at 10 µM | 320,000 compounds, 0.02% hits;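 active means GFP response relative to DMSO above a set limit, near screen average plus 3 SD, cut at about 150% in these data; inconclusive means fewer than 70 cells counted for the yeast strain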;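 further: median GFP channel fluorescence of the gated AGP1 strain per well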
RPL19A-GFP yeast – yeast TOR pathway RPL19A-GFP modulation; AID 2025; percent response vs DMSO, % at 10 µM; S. cerevisiae RPL19A-GFP strain, flow cytometry, 3 h; stronger effect = lower value; 330,000 compounds, 0.3% hits;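 active means percent response vs DMSO below 50%; inconclusive means fewer than 70 events counted for the yeast strain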;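 further: median channel GFP fluorescence of the barcoded RPL19A-GFP strain; ratio of sample median GFP to plate DMSO average so 100% = DMSO; lower means less RPL19A-GFP as with rapamycin TOR inhibition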
Yeast superoxide – yeast age-related superoxide inhibition as caloric restriction mimetic; S. cerevisiae aged cells, superoxide DHE fluorescence; stronger effect = lower value; superoxide response (% of plate mean), % at 10 µM; 330,000 compounds, 0.18% hits;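 active means superoxide response under a set limit, about three screen SD below normal, cut at about 65% in these data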;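 further: yeast aged for seven days with compound at 30 °C before DHE staining; 100% = average MFI of all compound-treated wells on the plate with controls excluded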
CIT2-GFP yeast – yeast TOR pathway CIT2-GFP modulation; S. cerevisiae CIT2-GFP strain, flow cytometry, 3 h; 100 means same as DMSO wells; AID 2029; GFP response vs DMSO, % at 10 µM; 320,000 compounds, 0.065% hits;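 active means GFP response relative to DMSO above a set limit, near the screen mean plus 3 SD, cut at about 150% in these data; inconclusive means Fewer than 70 cells measured for a yeast strain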;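 further: ratio of well median GFP fluorescence to mean of DMSO wells on the plate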
MEP2-GFP yeast – yeast TOR pathway MEP2-GFP modulation; S. cerevisiae MEP2-GFP strain, flow cytometry GFP, 3 h; 100% = DMSO control level; GFP response vs DMSO, % at 10 µM; 330,000 compounds, 0.51% hits;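 active means GFP response versus DMSO above a set limit, roughly screen mean plus 3 SD, cut at about 180% in these data; inconclusive means fewer than 70 cells counted for a yeast strain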;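 further: median GFP fluorescence of the barcode-gated MEP2-GFP cells per well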
Active calls of the source: *; ? = inconclusive; · = not tested or not shown; & = joins results of further samples; [ ] = dose if it differs, or a comment. No enrichment for hits, and some 3.9% of all compounds hit somewhere here.

SMILES	Efflux pump inh	LAP4 TOR yeast	AHR activator	AGP1 TOR yeast	RPL19A-GFP yeast	Yeast superoxide	CIT2-GFP yeast	MEP2-GFP yeast
CN(CCN1CCOCC1)C(=O)CC1C(=O)NCCN1Cc1ccccc1F (configuration not stated)	-9.0	87	-2	90	92	104	86	93
COc1ccc2cc(S(=O)(=O)NCCCN3CCOCC3)ccc2c1	-0.1	98	0	95	96	97	100	106
Cc1c(C(=O)OCC(=O)N(CCC#N)c2ccccc2)oc2c1ccc1ccccc12	0.1	93	14	99	105	86	105	102
O=C(c1ccco1)N1CCN(C2CC(=O)N(c3ccccc3)C2=O)CC1 (configuration not stated)	-0.1	113	2	106	103	102	98	106
CC(C)NC(=O)C(=O)NCC(c1ccc2c(c1)OCO2)N1CCOCC1 (configuration not stated)	0.0	98	-1	102	95	96	91	92
CCOCCn1c(C(C)C)nc2ccccc21	0.4	103	6	101	97	97	89	94
COc1ccc(-c2nc3ccccc3o2)cc1NC(=O)c1ccc(Br)o1	0.1	101	77*	102	99	96	99	105
O=C(CSc1nc2ccccc2[nH]1)N1CCN(c2ccc(F)cc2)CC1	0.0	88	-2	88	86	91	91	89
CC(C)N(Cc1nc(-c2ccccc2)no1)C(=O)CSc1ccccc1	0.2	104	6	86	98	96	83	95
N/C(=N\OC(=O)c1cnn(-c2ccccc2)c1C(F)(F)F)c1ccc(C(F)(F)F)cc1	-0.1	99	8	106	104	95	109	99
Cc1noc(C)c1COC(=O)c1cc(S(=O)(=O)N2CCOCC2)ccc1F	-0.2	102	-1	109	105	102	103	102
O=C(C1CCC(CNS(=O)(=O)c2ccc(F)cc2)CC1)N1CCOCC1 (configuration not stated)	0.2	103	11	100	98	99	100	100
C=CCn1c(C)cc(C2=NNC(=NCc3ccccc3)SC2)c1C	0.1	93	6	93	97	111	99	101
Cc1nn(CCCC(=O)Nc2ccccn2)c(C)c1[N+](=O)[O-]	0.0	98	1	124	104	91	124	111
CCCCC(=O)Nc1cccc(-c2nn3c(C)nnc3s2)c1	0.0	111	3	107	101	90	102	110
N=c1oc2ccc(Br)cc2cc1C(=O)NCc1ccccc1	0.1	96	6	97	97	106	96	96
COc1ccc(N2CCN(C(c3cccc(OC)c3OC)c3nnnn3C3CCCC3)CC2)cc1 (configuration not stated)	0.2	97	-2	98	105	78	93	102
CCc1ccc(NC(=O)N(Cc2cccnc2)Cc2ccco2)cc1	0.1	93	8	103	99	107	97	107
O=C(CSc1n[nH]c(-c2ccncc2)n1)Nc1ccccn1	-0.1	112	4	109	103	92	115	113
COc1cc(C(=O)NNC(=O)c2ccco2)cc(OC)c1OC	0.0	95	-2	107	103	97	102	106
Cc1cccc(C(=O)Nc2cccc3c2CCCC3)c1	0.2	98	7	97	102	88	89	99
CC1=C(C(=O)OCCOC(C)C)C(c2cc3c(cc2Br)OCO3)C2=C(CCCC2=O)N1 (configuration not stated)	0.0	89	4	94	97	109	99	99
O=C(Nc1ccc(Cl)cc1)c1ccc(CN2CCc3ccccc3C2)cc1	-0.1	96	5	104	102	75	106	104
O=S(=O)(c1ccc(F)c(F)c1)N1CCCc2ccccc21	-0.1	90	6	87	102	88	103	96
CCn1c(NC(=O)c2nn(C)cc2Br)nc2ccccc21	0.1	103	122*	102	107	97	98	97
CCN1CCN(CC(=O)Nc2cc(C(F)(F)F)ccc2OCCOC)CC1	1.3*	126	3	110	103	112	95	102
COc1ccc2c(c1)CCN(C(=O)CCl)C2C1C(=O)CCCC1=O (configuration not stated)	-0.1	93	3	105	117	95	109	112
O=C(Nc1ccc(N2CCN(C(=O)c3cccs3)CC2)cc1)c1ccc(Br)o1	0.0	104	-3	92	92	104	91	99
CCOC1(NC(=O)c2ccccc2)C(C)=CC(=O)C=C1C	-0.1	87	1	94	98	99	99	92
CC(C)(C)C(=O)CC(=O)Nc1ccc(Cl)c(N)c1	0.1	95	10	103	96	98	102	95
N#Cc1c(-c2ccccc2Cl)cc(C2CC2)nc1N	0.2	99	1	95	93	109	93	86
COc1cc(C=O)ccc1OCC(=O)N1CCOCC1	0.0	111	4	104	102	101	91	96
CCCOc1ccc(N2C(=O)CC(N(CCOC34CC5CC(CC(C5)C3)C4)C(C)=O)C2=O)cc1 (configuration not stated)	0.5	94	2	91	102	95	95	98
Cc1cc(=O)[nH]c(SCC(=O)c2ccc3c(c2)NC(=O)CO3)n1	0.1	103	0	104	100	93	99	98
COc1ccc(NC(=O)c2cccc(NC(=O)c3ccccc3)c2)c(OC)c1	0.1	103	3	86	93	98	99	106
Cc1nn(Cc2cccc(C(=O)NC(C)c3ccc(C(C)(C)C)cc3)c2)c(C)c1[N+](=O)[O-] (configuration not stated)	0.4	93	3	97	91	93	82	96
Cc1cc(C(=O)N/N=C2\CC(=O)CC(C)(C)C2)n[nH]1	0.0	89	-3	101	96	96	102	100
COc1ccc(OC)c(S(=O)(=O)N2CCCC(N3CCN(c4ccccc4)CC3)C2)c1 (configuration not stated)	0.2	85	4	94	98	76	94	95
O=C(O)CCn1c(=O)[nH]c2ccccc2c1=O	0.2	101	6	98	100	101	97	104
Cc1cc(-c2ccccc2)n2nc(N)nc2n1	0.2	104	3	92	98	108	87	98

3 of these compounds, reformatted:
Values in the order – Efflux pump inh, LAP4 TOR yeast, AHR activator, AGP1 TOR yeast, RPL19A-GFP yeast, Yeast superoxide, CIT2-GFP yeast, MEP2-GFP yeast
- O=C(Nc1ccc(N2CCN(C(=O)c3cccs3)CC2)cc1)c1ccc(Br)o1
    0.0, 104, -3, 92, 92, 104, 91, 99
- CCOC1(NC(=O)c2ccccc2)C(C)=CC(=O)C=C1C
    -0.1, 87, 1, 94, 98, 99, 99, 92
- CC(C)(C)C(=O)CC(=O)Nc1ccc(Cl)c(N)c1
    0.1, 95, 10, 103, 96, 98, 102, 95

(more compounds)
SMILES	Efflux pump inh	LAP4 TOR yeast	AHR activator	AGP1 TOR yeast	RPL19A-GFP yeast	Yeast superoxide	CIT2-GFP yeast	MEP2-GFP yeast
Cc1[nH]c2ccccc2c1-c1csc(NC(=O)CSCCO)n1	0.1	95	50*	94	100	92	84	99
Cc1ccc(C(=O)CCC(=O)Nc2ccccc2F)cc1	0.0	101	·	99	102	103	101	111
COc1ccc(OCC(=O)N2N=C(C)CC2(O)C(F)(F)F)cc1 (configuration not stated)	0.3	98	16	105	101	95	96	102
C/C(=N/Nc1ncc(Br)cn1)c1ccc(Br)cc1	0.1	91	14	95	97	105	91	100
O=C(CCc1ccccc1)N1CCN(c2ccc([N+](=O)[O-])cc2)CC1	0.2	110	0	66	89	92	61	77
C=CCNC(=O)c1ccc2nc(Cc3ccc(OC)cc3)oc2c1	0.0	102	23	95	98	68	96	97
COC(=O)C1=C(C)NC(C)=C(C(=O)OC)C1C(=O)OC(C)C(=O)c1ccccc1 (configuration not stated)	-0.2&0.2	110&110	1&0	106&94	100&85	90&90	104&85	104&88
CCn1c(COc2ccccc2)nnc1SCC(=O)c1cccc([N+](=O)[O-])c1	0.0	109	-1	107	100	95	98	107
CN1CCN(C(CNC(=O)c2ccc(Br)o2)c2ccc(F)cc2)CC1 (configuration not stated)	0.1	94	-1	98	90	112	82	94
COc1ccc(/C=[N+](\[O-])C2N(c3ccccc3)C(=S)SC2(C)C)cc1OC (configuration not stated)	0.2	94	-2	96	93	124	88	89
COn1c(-c2ccc(C)cc2)nc2ncccc21	0.1	98	8	101	106	93	105	108
Fc1ccc(NC(=S)Nc2ccc3nccnc3c2)cc1	0.0	171*	12	40	66	90	72	93
Cc1ccccc1C(=O)Nc1c2c(nc3ccccc13)CCCC2	-0.1	105	25	110	107	100	100	103
O=C(COc1ccc(Br)cc1)Nc1ccc(N2CCOCC2)cc1N1CCOCC1	0.1	101	0	97	93	95	91	96
Cc1ccccc1C(=O)N1CCC(C(=O)OCc2nc(N)nc(Nc3ccccc3)n2)CC1	0.4	96	1	96	96	109	91	100
COc1cc(NC(=O)CCc2c(C)nc3nc(C)nn3c2C)cc(OC)c1	-0.1	104	4	103	101	100	102	100
Cc1nn(C(C)C(=O)NCCc2cccs2)c(=O)c2nn(-c3ccccc3)c(C)c12 (configuration not stated)	0.0	116	-2	111	107	97	110	109
COc1cc(NC(=O)C2CC(=O)NC3=C2C(=O)CCC3)cc(OC)c1 (configuration not stated)	0.0	106	-3	105	103	95	102	104
COc1ccc(NC(=O)c2cc3n(n2)C(C(F)(F)F)CC(c2ccc(OC)cc2)N3)cc1 (configuration not stated)	0.1	107	-2	108	102	121	111	103
NNC(=O)c1ccc(COc2ccc3c(c2)CCC3)cc1	-0.2	117	31	108	100	99	76	115
Cc1c(-c2cc(C(=O)O)on2)cnn1C	-0.1	99	3	95	98	89	92	97
O=[N+]([O-])C(=c1ccc2c(c1)N1C3=C(CCCC3)CC3CCCCC31N=2)[N+](=O)[O-] (configuration not stated)	0.0	110	0	100	97	97	98	99
CCC(ONc1ccccc1C(F)(F)F)(C(=O)NN(C)C)c1ccccc1 (configuration not stated)	0.3	100	10	94	93	100	100	85
CCCCc1nc2cc(C(=O)N3CCCC(OCCC)C3)ccc2o1 (configuration not stated)	0.1	105	5	102	103	77	97	108
Cc1ccsc1/C=C1/SC(N2CCOCC2)=NC1=O	1.3	91	26	102	96	96	95	98
Cc1occc1C(=O)N(Cc1nc(-c2ccccc2)no1)C(C)C	0.0	95	2	103	100	80	104	104
CC1CCC(NC(=O)CCS(=O)(=O)c2ccc3c(c2)oc(=O)n3C)CC1 (configuration not stated)	-0.3	93	0	103	110	80	112	120
CC(=O)N(c1ccccc1)C1SC(=O)N(c2ccccc2)C1=O (configuration not stated)	-0.1	104	2	103	102	100	107	100
O=c1c2ccc([N+](=O)[O-])cc2ncn1CCOc1ccc(Cl)cc1	0.1	98	4	80	83	121	101	102
O=c1c2cc(NC(=S)NCCN3CCCCCC3)ccc2nc2n1CCCCC2	0.0	80[may fluoresce violet]	13	23[may fluoresce violet]	66[may fluoresce violet]	120	?	114[may fluoresce violet]
COc1ccc(NC(=O)CC2CCCCC2)cc1OC	0.0	100	4	94	97	92	105	101
O=C(Nc1ccc2[nH]ccc2c1)c1ccccc1	0.0	105	-4	96	95	88	88	96
CN(CC(=O)NC(=O)NC1CCCCC1)c1ccccc1	0.1	100	1	97	99	93	96	99
Cc1sc(NC(=O)C2C3CCC(C3)C2C(=O)O)c(C(N)=O)c1-c1ccc(C(C)(C)C)cc1 (configuration not stated)	-0.4	83	-3	96	103	113	94	84
N=C1C(c2nc3ccccc3s2)=C(O)CN1C1CCCCC1	0.1	94	17	107	114	83	105	109
CC(=O)c1ccc(OCC(=O)OCc2cc(-c3ccco3)on2)cc1	0.1	88	-2	91	88	97	87	93
COc1cccc(NC(=O)c2cccc(OC)c2OC)c1	0.0	107	34	97	99	116	103	107
Cc1nn(CC(=O)NCCN2CCCCC2C)c(=O)c2cc(-c3ccccc3)nn12 (configuration not stated)	-0.1	95	-2	99	98	101	97	102
Cc1noc(C)c1COc1ccc(C(=O)OCC(=O)Nc2ccc(S(N)(=O)=O)cc2)cc1	-0.1	101	-1	94	93	87	86	89
CCCc1nc(NC(=O)c2ccccc2)nc(NC(=O)c2ccccc2)n1	-0.1	100	16	105	101	122	105	107
N/C(=N\OC(=O)c1ccncc1)c1cccc([N+](=O)[O-])c1	0.8	101	-1	98	108	101	100	116
